Screens: PubChem BioAssay, National Center for Advancing Translational Sciences (NCATS)
RGS4 inhibitor – inhibitors of human regulator of G protein signaling 4. P49798. Transcreener GDP fluorescence polarization, RGS4-accelerated GTP hydrolysis. Potency, µM (top dose mostly 114 µM), for the others: at the top dose activity change, negative = inhibition, hits mostly inhibitors. hit rate 0.039% among 390,000; further: potency means the concentration at half of the fitted maximal effect; on the % scale 0 is the no-effect control and ±100 the full control effect; nearly all actives have a fitted effect of over 75% in size; some results filed as inactive show a strong effect at the top dose
Target sequence (P49798 whole entry, looked up): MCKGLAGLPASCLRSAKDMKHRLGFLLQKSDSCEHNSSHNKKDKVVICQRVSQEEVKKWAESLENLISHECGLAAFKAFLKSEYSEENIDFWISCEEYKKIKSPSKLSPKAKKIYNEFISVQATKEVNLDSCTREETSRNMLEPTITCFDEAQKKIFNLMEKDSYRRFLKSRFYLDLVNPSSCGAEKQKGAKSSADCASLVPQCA
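MLSMR compounds (23 nl, pin-transferred) preincubated 10 min at room temperature with a 500nM (2x) first reagent, then RGS4 at 900nM (2x) plus Transcreener GDP mix added; fluorescence polarization (620/688 nm) read before and after 90 min at 30 °C.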
POLK inh – inhibitors of human DNA polymerase kappa. Q9UBT6. purified Pol kappa, fluorescent DNA synthesis assay, 10 min. Potency, µM (highest dose often 107 µM), inactives show at the top dose activity, negative = inhibition, hits mostly inhibitors. hit rate 0.53% among 400,000. AID 588579; further: potency means the concentration at half of the fitted maximal effect; on the % scale 0 is the no-effect control and ±100 the full control effect
Target sequence (Q9UBT6 whole entry, looked up): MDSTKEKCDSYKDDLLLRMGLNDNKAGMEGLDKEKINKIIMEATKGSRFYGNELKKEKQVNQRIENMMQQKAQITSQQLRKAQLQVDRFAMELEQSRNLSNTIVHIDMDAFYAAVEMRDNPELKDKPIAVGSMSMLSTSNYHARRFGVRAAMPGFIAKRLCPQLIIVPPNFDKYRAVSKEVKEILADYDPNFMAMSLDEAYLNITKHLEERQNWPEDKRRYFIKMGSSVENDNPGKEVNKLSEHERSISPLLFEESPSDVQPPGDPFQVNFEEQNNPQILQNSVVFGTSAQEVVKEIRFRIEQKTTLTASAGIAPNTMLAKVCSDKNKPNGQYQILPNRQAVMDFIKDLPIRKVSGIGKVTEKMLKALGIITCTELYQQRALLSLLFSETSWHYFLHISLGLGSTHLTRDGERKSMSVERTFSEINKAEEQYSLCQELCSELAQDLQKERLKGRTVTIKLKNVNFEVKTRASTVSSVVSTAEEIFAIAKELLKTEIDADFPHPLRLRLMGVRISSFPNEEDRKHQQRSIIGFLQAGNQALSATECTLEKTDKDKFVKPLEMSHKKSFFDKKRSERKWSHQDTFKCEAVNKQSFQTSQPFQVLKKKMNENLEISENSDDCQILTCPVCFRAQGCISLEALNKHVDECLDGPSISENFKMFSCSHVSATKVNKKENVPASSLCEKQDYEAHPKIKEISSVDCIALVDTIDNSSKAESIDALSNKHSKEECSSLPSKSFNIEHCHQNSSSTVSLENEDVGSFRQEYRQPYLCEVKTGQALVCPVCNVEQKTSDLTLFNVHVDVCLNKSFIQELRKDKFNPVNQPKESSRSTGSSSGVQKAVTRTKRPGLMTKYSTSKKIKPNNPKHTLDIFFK
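Inhibition of 10 nM Pol kappa is measured by a fluorescent read-out at 0 and 10 min following addition of 50 nM substrate (final), with a 15-min room-temperature compound preincubation.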
12-LOX inh – inhibitors of human 12S-lipoxygenase ALOX12. P18054. purified 12hLO, xylenol orange hydroperoxide absorbance. Potency, µM (top dose mostly 108 µM), inactives show at the top dose activity change, negative = inhibition, most hits filed as inhibitors. hit rate 1.1% among 580,000. AID 1671190; further: potency means the concentration at half of the fitted maximal effect; on the % scale 0 is the no-effect control and ±100 the full control effect
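Purified human 12hLO at 150 nM in 25 mM Hepes, 0.01% Triton X-100, pH 7.0, preincubated 15 min at room temperature with compound. Reaction started with 40 uM arachidonic acid, 30 min at room temperature. Hydroperoxide measured by Fe-xylenol orange, 573/405 nm absorbance ratio.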
Anesthetic bind – candidate novel general anesthetic via apoferritin binding; Potency, µM (series often up to 77.5 µM), for inactives: top-dose activity change, negative = displacement, hits mostly inhibitors; AID 485281; hit rate 0.074% among 350,000; apoferritin/1-aminoanthracene competitive binding, fluorescence; further: potency means the concentration at half of the fitted maximal effect; on the % scale 0 is the no-effect control and ±100 the full control effect; nearly all actives have a fitted effect of over 20% in size
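In PBS, apoferritin at 10 uM is loaded with 1-AMA from a 50% saturated solution. After 10 min of compound exposure at ambient temperature, reduced 535 nm fluorescence indicates probe displacement.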
ERG Ets-DNA blk – inhibitors of human ERG Ets domain-DNA interaction | fluorescence polarization, His-ERG Ets domain / labelled DNA | Potency, µM (doses to about 76.9 µM), without a hit: top-dose FP activity, negative = inhibition, hits mostly inhibitors | hit rate 0.028% among 370,000 | AID 624246; active means well fitted inhibition curve with a large enough effect in the polarisation, with a control signal flat; inconclusive means small, poorly fitted or top-dose-only effect, or effect the other way, or a change in a side signal; inactive means no such curve, though single readings can be large or run the other way; the % refers to the polarisation;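 further: polarization taken with two DNA probes labelled with fluorescein and Texas red; potency means the concentration at half of the fitted maximal effect; % of control where 0% means no effect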
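His-tagged ERG Ets domain (1 uM in the protein solution; 300mM KCl, 50mM Tris-HCl, 1mM EDTA, 1mM DTT, pH 7.5) received compound, then a probe mix of 5 nM fluorescein-DNA and 100nM Texas-615-DNA. Fluorescence polarization was read for both dyes.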
Pol beta inh – blocks human DNA polymerase beta activity; Pol beta primer extension/strand displacement, fluorescence kinetic; Potency, µM (doses to about 114 µM), for the others: at the top dose activity change, negative = inhibition, hits mostly inhibitors; hit rate 1.3% among 340,000; P06746; further: potency means the concentration at half of the fitted maximal effect; on the % scale 0 is the no-effect control and ±100 the full control effect
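Kinetic readout of DNA synthesis with strand displacement by Pol beta. Compound and 10 nM enzyme sit 15 min at room temperature; 50 nM substrate starts the reaction, read immediately and at 10 min.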
APE1 inh – inhibitors of human APE1 endonuclease | P27695 | recombinant APE1, TAMRA/BHQ-2 abasic DNA cleavage fluorescence | Potency, µM (highest dose often 65.8 µM), inactives show at the highest dose activity change, negative = inhibition, usual class: inhibitors | hit rate 0.35% among 350,000;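 further: potency means the concentration at half of the fitted maximal effect; plate controls were vehicle for no effect and reference inhibitor for full effect; nearly all actives have a fitted effect of over 55% in size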
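APE1 at 0.75 nM preincubated 15 min at room temperature with compound. Reaction then started with 50 nM double-stranded THF-abasic substrate labelled with TAMRA/BHQ-2, and 525/598 nm fluorescence read kinetically. Activity taken as third-minus-first read difference, normalized to DMSO and NSC13755 controls.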
POLH inh – inhibitors of human DNA polymerase eta; Q9Y253; recombinant Pol eta, fluorescent DNA replication assay; Potency, µM (doses to about 114 µM), without a hit: at the top dose activity change, negative = inhibition, actives largely listed as inhibitors; hit rate 1.2% among 390,000; AID 588591; further: potency means the concentration at half of the fitted maximal effect; on the % scale 0 is the no-effect control and ±100 the full control effect
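Pol eta at 10 nM preincubated with compounds 15 min at room temperature; reaction started with fluorescent substrate (50 nM final) and read kinetically at 0 and 10 min.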
LDHA inh – LDHA (human) enzyme inhibition; activity change, % (values are at about 110 or 230 µM); P00338; hit rate 0.15% among 480,000; purified LDHA, NADH/diaphorase-resazurin fluorescence; hits give low values; in the data active means activity change below about -30%; inconclusive means mostly about -25% to -30%;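 further: plate controls were DMSO wells for no effect and wells without enzyme for full effect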
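Resorufin fluorescence (ex540/em590), read at 0 and 20 min after diaphorase/resazurin addition, reports the NADH left after a 5 min room-temperature reaction of 2 nM human LDH5 with 0.06 mM NADH and 0.2 mM pyruvate.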
* hit, by the source's call; ? = inconclusive; . = no result given; [ ] = dose if it differs, or a comment. Unless noted, the call rests on the fitted dose curve; in most records, active means well fitted curve in the direction sought with a large enough effect; inconclusive means small, poorly fitted or top-dose-only effect, or another doubt; inactive means no such curve, though single readings can be large; an effect the other way counts as inactive or inconclusive. Only part of the results is shown, so the mix of outcomes need not match the whole.

compound	RGS4 inhibitor	POLK inh	12-LOX inh	Anesthetic bind	ERG Ets-DNA blk	Pol beta inh	APE1 inh	POLH inh	LDHA inh
CC1CCCCN1C(=O)C(=O)c1cn(CC(=O)N2CCCC2)c2ccccc12 (centres undefined)	12%	-13%	8%	-9%	11%	3%	4%	7%	3
Cc1ccc(-n2c(O)c(C=Nc3ccc(S(=O)(=O)Nc4ncccn4)cc3)c3ccccc3c2=O)cc1C	-8%	-3%	-24%	2%	3%	15%	-2%	-12%	-2
CC(C)=N/N=C(/c1ccc([N+](=O)[O-])cc1)C12CN3CN(CN(C3)C1)C2	-25%	0%	13%	-4%	-3%	2%	6%	-13%	0
COc1ccccc1C(=O)NC(=O)Nc1c(C)cc(C)cc1C	2%	-2%	0%	-14%	-3%	-15%	25%	-22%	-3
CC(C)N(C(=O)CSc1nc(COc2ccccc2)nc2ccccc12)C(C)C	-18%	-13%	-4%	?	11%	-1%	-1%	-21%	1
COc1ccc(OC)c(S(=O)(=O)n2cccn2)c1	45%	2%	4%	-11%	-3%	23%	2%	-7%	-19
O=C(CNc1cccc2ccccc12)N/N=C/C(Br)=C/c1ccccc1	-42%	0%	-2%	?	.	4%	-7%	10%	5
CCN(C(=O)CSc1nnc(-c2ccc(Cl)cc2)n1C)C1CCS(=O)(=O)C1 (centres undefined)	24%	-10%	10%	-10%	-10%	0%	-3%	3%	-3
CC1CC1C(=O)Nc1nc2ccc(Cl)cc2s1 (centres undefined)	1%	3%	?	.	-2%	.	.	-15%	0
O=C(CCc1nnc2ccc(N3CCCC3)nn12)Nc1cc(F)ccc1F	-4%[56.9 µM]	-2%	3%	-6%	10%	5%	7%	4%	-6
CC(C)CC1NC(=O)N(CC(=O)Nc2ccccc2-c2ccccc2)C1=O (centres undefined)	-5%	2%	0%	-10%	1%	-10%	3%	-19%	0
COc1c(C)cc(C(=O)C2CCCN(Cc3c(C)n(C)n(-c4ccccc4)c3=O)C2)cc1C (centres undefined)	-1%	-4%	-13%	-5%	-1%	17%	18%	?	-3
Cc1cc(NC(=O)Nc2ccccc2[N+](=O)[O-])no1	?	-1%	-12%	-17%	9%	-21%	-2%	4%	-2
O=C(O)C(c1ccccc1)N1C(=O)/C(=C\c2ccc(-c3cccc(Cl)c3)o2)SC1=S (centres undefined)	?	?	2µM*	-8%	-1%	50µM*	?	45µM*	-5
CCOc1ccccc1CNC(=O)c1cc(-c2ccc(OC)cc2)nc2ccc(C(C)C)cc12	-1%	-2%[60.1 µM]	-27%	1%	-2%	10%	.	-12%	-1
CCc1ccc2c(c1)cc(CN(C(=S)Nc1ccccc1C)C1CC1)c1nnnn12	8%	-5%	5%	-5%	.	26%	13%	9%	-5
Cc1sc2ccccc2c1CNC[C@H]1O[C@@H](n2cnc(C(N)=O)n2)[C@H](O)[C@@H]1O	12%	3%	-8%	.	-2%	.	.	-11%	-7
Cc1ccc(OCCNS(=O)(=O)c2ccc(Cl)cc2)cc1	12%	-5%	1%	.	5%	.	21%	-23%	-5
O=c1c2c3c(sc2n(CCN2CCCC2)c(=O)n1Cc1ccccc1)CCCCC3	6%	-13%	-16%	-2%	3%	7%	1%	-1%	-5
CCOC(=O)CSc1nc2c(c(=O)n1-c1ccc(OCC)cc1)SCC2	-4%	0%	9%	-13%	-14%	1%	2%	2%	-7
O=C(CN1CCC(n2nnc3ccccc32)CC1)Nc1ccc2c(c1)CCC2	-16%	-10%	0%	?	1%	-21%	-5%	-15%	3
CN(C)CCn1nnnc1SCC1=C(C(=O)O)N2C(=O)[C@@H](NC(=O)Cc3csc(N)n3)[C@H]2SC1	-49%	50µM*	26%	.	-3%	.	?	?	2
Clc1cccc(-n2ncc3c(NCCCn4ccnc4)ncnc32)c1	-1%	-5%[60.1 µM]	9%	-1%	-5%	3%	.	-3%	-6
COc1ccc(CCNC(=O)c2ccccc2NC(=O)c2ccco2)cc1OC	-11%	1%	-10%	-10%	-9%	2%	-3%	7%	-1
COCCN1C(=O)C(=O)/C(=C(/O)c2ccc(S(=O)(=O)N3CCCCC3)cc2)C1c1ccc(OC)c(OC)c1 (centres undefined)	-3%	-3%	14µM*	-2%	-1%	-1%	17%	-3%	-9
COc1ccc(C(C)(C)C)cc1NC(=O)Cn1cnnn1	8%	-7%	2%	-4%	-4%	1%	0%	-11%	-3
Cc1ccc(C2(C)NC(=O)N(CC(=O)NNC(=O)c3cc(C)oc3C)C2=O)cc1 (centres undefined)	-3%	-12%	21%	.	20%	.	5%	8%	-4
CCOC(=O)N1CCN(CC(=O)Nc2ccc(F)c(F)c2F)CC1	-22%	-2%	0%	-1%	-2%	22%	-8%	-3%	-4
O=C(CN1C(=O)/C(=C/c2cccc(Br)c2)SC1=S)NC1=NCCS1	-52%	-18%	-9%	-17%	?	61%	-1%	-11%	-18
Cc1nc(C(=O)Nc2cccc(Cl)c2Cl)nn1-c1cc(OC(C)C)c(Cl)cc1Cl	-5%	-2%	0%	-23%	1%	2%	2%	-23%	-2
CC(C)CCOc1ccc(-c2c(=O)n(OCc3ccc([N+](=O)[O-])cc3)c3ccccc3[n+]2[O-])cc1	-12%	-9%	-2%	-19%	-4%	-1%	-2%	-13%	-2
Cc1ccc(S(=O)(=O)N(Cc2ccccc2)c2ccccc2C(=O)N2CCCCC2)cc1	-1%	-1%	-11%	-7%	-2%	21%	-13%	-21%	-8
CCOc1ccc(N2C=Nc3ccc(OCC)cc3C2)cc1	-10%	9%	13%	-8%	11%	?	1%	-18%	0
COc1ccc(-c2cn3nc(SCC(=O)Nc4ccccc4F)ccc3n2)cc1	-27%	-6%[60.1 µM]	-15%	341%[activator]	-2%	0%	.	-16%	-8
Cc1ccc2[nH]c3c(=O)n(CCCN4CCOCC4)cnc3c2c1	11%	0%	0%	-5%	-10%	-16%	4%	-18%	-5
O=C1OC(Nc2ccc3c(c2)OCO3)c2ccccc21 (centres undefined)	-2%	-8%	?	?	-5%	18%	0%	16%	9
CCN(CC(=O)NCc1cccs1)C(=O)c1ccc(S(=O)(=O)Nc2ccccc2C)cc1	9%	-9%	-5%	.	16%	.	17%	-4%	-8
Cc1nc(/C(N)=N/OC(=O)c2cccc(Cl)c2)c(C(F)(F)F)o1	7%	-6%	86%[activator]	-16%	5%	-8%	5%	-25%	-1
Cc1ccc(S(=O)(=O)N2CCN(S(=O)(=O)N3CCCCC3)CC2)c(C)c1	-2%	-3%	1%[57.4 µM]	-6%	.	-1%	-1%	-11%	-4
COc1ccccc1C(=O)NCCn1cc(SCC(=O)NCC2CCCO2)c2ccccc21 (centres undefined)	-3%	-23%	-4%	-11%	-3%	16%	-21%	1%	-7
OC1COC(OCC2OC(OCc3ccccc3)C(O)C(O)C2O)C(O)C1O (centres undefined)	-6%	-2%	?	-4%	10%	20%	-5%	-7%	8
O=C(NCc1ccc2c(c1)OCO2)c1ccc2c(c1)C(=O)N(Cc1cccnc1)C2=O	22%	-4%	0%	7%	-3%	1%	-4%	-12%	-6
C/C=C/C(=O)Nc1ccccc1Br	8%	-3%	6%[57.4 µM]	-15%	.	-1%	1%	6%	-15
Cn1c(N)c(C(=O)CSc2nnc(NC3CCCCC3)s2)c(=O)n(C)c1=O	0%	2%	?	.	1%	.	3%	-8%	-5
COc1ccc(CCNC(=O)Cn2nc(C(=O)O)c3ccccc3c2=O)cc1OC	-41%[56.9 µM]	0%	-27%	-1%	1%	1%	-3%	-6%	0

Some of these compounds in order of formula weight, rising.
compound	RGS4 inhibitor	POLK inh	12-LOX inh	Anesthetic bind	ERG Ets-DNA blk	Pol beta inh	APE1 inh	POLH inh	LDHA inh
O=C1OC(Nc2ccc3c(c2)OCO3)c2ccccc21 (centres undefined)	-2%	-8%	?	?	-5%	18%	0%	16%	9
Cc1ccc(S(=O)(=O)N2CCN(S(=O)(=O)N3CCCCC3)CC2)c(C)c1	-2%	-3%	1%[57.4 µM]	-6%	.	-1%	-1%	-11%	-4
O=C(NCc1ccc2c(c1)OCO2)c1ccc2c(c1)C(=O)N(Cc1cccnc1)C2=O	22%	-4%	0%	7%	-3%	1%	-4%	-12%	-6

Carrying on.
compound	RGS4 inhibitor	POLK inh	12-LOX inh	Anesthetic bind	ERG Ets-DNA blk	Pol beta inh	APE1 inh	POLH inh	LDHA inh
O=C(O)c1ccc(Cn2cc(C(F)(F)F)ccc2=O)cc1	-15%	-2%	2%	-3%	-14%	19%	-1%	-19%	0
COc1ccc(NS(=O)(=O)c2cc(-c3onc(C)c3C)ccc2C)c(OC)c1	-15%	-14%	-12%	4%	-4%	1%	.	-22%	-9
Cn1c(SSc2ccc(-c3cccnc3)n2C)ccc1-c1cccnc1	-43%	1%	?	.	2%	.	.	-15%	3
Oc1c(Br)cc(Br)c(/C=N/n2c(-c3ccccc3)n[nH]c2=S)c1Br	-40%[56.9 µM]	?	18µM*	-9%	-3%	?	-10%	35µM*	-15
COc1ccc(CCn2nnc(-c3ccc(NC(C)=O)c(Cl)c3)n2)cc1	24%	1%	20%	-6%	3%	3%	5%	-1%	-19
O=c1ccc(=O)n(CCc2ccccn2)[nH]1	-28%	-4%	17%	.	.	.	.	-13%	-2
Cc1ccc([C@@H]2C[C@H]3CN(Cc4cccc(Cl)c4)C(=O)[C@]34CCCN24)o1	-22%	1%	6%	-15%	-3%	22%	2%	-14%	-4
Cc1ccc(N2CC(C(=O)N3CCOCC3)CC2=O)cc1C (centres undefined)	17%	0%	-2%	4%	1%	4%	-9%	9%	-3
